Screening results (PubChem BioAssay)
Mito fusion act = qHTS Assay for Small Molecule Inhibitors of Mitochondrial Division or Activators of Mitochondrial Fusion | S. cerevisiae fusion-defective mutant growth rescue, CellTiterGlo 48 h | Potency, µM (titrated, usually from 46.1 µM), inactives show top-dose growth rescue (activation), usual class: activators | hit rate 0.23% among 320,000;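 further: potency means the concentration at half of the fitted maximal effect; % of control where 0% means no effect; nearly all actives have a fitted effect of over 45% in size; temperature-sensitive fusion mutants such as fzo1-1 at 37 °C on non-fermentable ethanol glycerol medium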
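Read-out: ATP-based luminescence (CellTiterGlo, 10 min ambient) reporting growth of fusion-defective ts yeast after 48 hours at 37C on glycerol/ethanol YPEG medium in the presence of compound.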
ASM inhibitor = Inhibitors of Secretory Acid Sphingomyelinase (S-ASM): qHTS. Sphingomyelin phosphodiesterase (Homo sapiens), P17405. placental ASM, HMU-PC fluorogenic substrate, 60 min. Potency, µM (highest dose often 57.5 µM), without a hit: at the top dose activity change, negative = inhibition, hits mostly inhibitors. hit rate 0.006% among 340,000. AID 504937, 2011; further: potency means the concentration at half of the fitted maximal effect
Target sequence (P17405 47-631 limits assumed): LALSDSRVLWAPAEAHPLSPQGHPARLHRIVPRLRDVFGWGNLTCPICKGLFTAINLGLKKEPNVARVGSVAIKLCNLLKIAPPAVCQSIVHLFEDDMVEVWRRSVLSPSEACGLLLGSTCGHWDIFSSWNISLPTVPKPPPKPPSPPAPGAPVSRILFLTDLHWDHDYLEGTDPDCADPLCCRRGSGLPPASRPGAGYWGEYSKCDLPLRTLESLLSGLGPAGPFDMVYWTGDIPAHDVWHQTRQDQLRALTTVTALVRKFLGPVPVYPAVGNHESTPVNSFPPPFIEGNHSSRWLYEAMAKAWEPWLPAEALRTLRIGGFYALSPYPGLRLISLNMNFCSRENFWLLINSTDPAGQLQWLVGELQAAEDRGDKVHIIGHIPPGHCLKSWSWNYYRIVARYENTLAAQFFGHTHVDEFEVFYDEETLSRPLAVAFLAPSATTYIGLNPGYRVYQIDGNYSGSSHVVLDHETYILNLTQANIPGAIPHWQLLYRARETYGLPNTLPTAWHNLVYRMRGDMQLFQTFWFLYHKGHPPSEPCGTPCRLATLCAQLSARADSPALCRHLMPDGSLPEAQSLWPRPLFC
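Fluorescence read-out (Ex 386 nm, Em 447 nm) after stopping the reaction at pH 10. Enzyme: ASM from human placenta; substrate HMU-PC0, 9 uM final; 60 min, 37 °C. Compound preincubation 10 min, ambient temperature.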
ELG1 DNA repair = qHTS screen for small molecules that inhibit ELG1-dependent DNA repair in human embryonic kidney (HEK293T) cells expressing luciferase-tagged ELG1. Potency, µM (titrated, usually from 46.1 µM), inactives show at the top dose activity change, negative = inhibition, hits mostly inhibitors. hit rate 2.3% among 330,000. HEK293T ELG1-luciferase reporter, luminescence, 16 h; DNA damage induced by 5-fluorouridine; further: potency means the concentration at half of the fitted maximal effect; on the % scale 0 is the no-effect control and ±100 the full control effect; nearly all actives have a fitted effect of over 55% in size
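In this reporter screen, reduction of luminescence relative to DMSO vehicle indicated activity. Compounds and 5-fluorouridine were added together to 2,000 cells per well, incubated for 16 hr at 37 °C, then developed with ONE-Glo.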
a7 integrin act = qHTS for Activators of Integrin-Mediated Alleviation for Muscular Dystrophy. alpha7betagal myoblasts, beta-gal FDG fluorescence, 48 h. Potency, µM (doses to about 38.3 µM), inactives show top-dose activation, most hits filed as activators. hit rate 0.064% among 350,000;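 further: potency means the concentration at half of the fitted maximal effect; 100% = response of the positive control SU9516; nearly all actives have a fitted effect of over 60% in size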
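alpha7betagal+/- myoblasts (passage 13, 250/well) treated 48 h at 37C with compounds at 1:260 dilution of DMSO stock. Lysed, then beta-galactosidase activity read as FDG fluorescence (ex 480/em 540) after 30 min, with pre-read for autofluorescence.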
TSHR antagonist = Antagonists of the Thyroid Stimulating Hormone Receptor: HTS campaign; Thyrotropin receptor (Homo sapiens), P16473; TSHR-expressing cells, TSH-stimulated cAMP HTRF, 2 h; hits give low values; activity change, negative = inhibition, % at 11.5 µM; hit rate 0.2% among 330,000;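 active means activity change below a set negative limit, meaning inhibition stronger than a set level, cut at about -70% in these data; inconclusive means activity change between two set negative limits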; further: on the % scale 0 is the no-effect control and ±100 the full control effect
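Competitive HTRF cAMP read-out (cryptate anti-cAMP antibody, cAMP-d2; 30 min, room temperature) in freshly harvested TSHR cells. Compounds added before TSH at EC80 (4nM final), followed by 2 hours' incubation at 37 deg C.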
TCR act = Activators of T cell receptors: qHTS campaign. Potency, µM (highest dose often 9.22 µM), for inactives: at the highest dose activation of IL-2 secretion, usual class: activators. 330,000 tested, under 10 active. AID 504894, 2011. primary human leukocytes, anti-CD3, IL-2 HTRF, 48 h; further: % of control where 0% means no effect
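Primary human leukocytes were stimulated with a-CD3 beads plus compounds for 48 hr without co-stimulation; secreted IL-2 was quantified by HTRF using a-IL-2-K (europium cryptate) and a-IL-2-d2, excited at 320nm with acceptor emission read at 665nm.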
Eya2 phos inh = qHTS Assay for Inhibitors of the Phosphatase Activity of Eya2; Protein phosphatase EYA2 (Homo sapiens), O00167; recombinant Eya2, OMFP fluorescence dephosphorylation (OMFP is methylfluorescein phosphate); Potency, µM (series often up to 76.9 µM), for inactives: at the top dose activity, negative = inhibition, hits mostly inhibitors; hit rate 0.006% among 330,000; AID 488837, 2010; further: potency means the concentration at half of the fitted maximal effect; on the % scale 0 is the no-effect control and ±100 the full control effect
Target sequence (O00167 whole entry, looked up): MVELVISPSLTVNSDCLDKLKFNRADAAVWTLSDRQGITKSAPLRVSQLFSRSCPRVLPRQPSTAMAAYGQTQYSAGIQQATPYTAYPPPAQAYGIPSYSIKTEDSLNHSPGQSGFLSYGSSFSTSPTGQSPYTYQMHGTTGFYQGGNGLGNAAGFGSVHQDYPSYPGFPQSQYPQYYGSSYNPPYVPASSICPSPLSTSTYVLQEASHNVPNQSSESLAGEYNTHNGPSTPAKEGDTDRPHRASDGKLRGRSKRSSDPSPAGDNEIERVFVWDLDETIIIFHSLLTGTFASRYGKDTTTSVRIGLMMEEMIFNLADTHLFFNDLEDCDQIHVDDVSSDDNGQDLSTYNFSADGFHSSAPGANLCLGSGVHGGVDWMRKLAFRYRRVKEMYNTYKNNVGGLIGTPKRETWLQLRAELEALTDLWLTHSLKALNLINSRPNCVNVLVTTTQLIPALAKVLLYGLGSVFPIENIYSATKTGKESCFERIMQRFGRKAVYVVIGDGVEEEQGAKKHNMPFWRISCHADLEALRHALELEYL
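Eya2 protein (added as 0.2 uM solution) was preincubated with compound for 10 min at ambient temperature in 50 mM HEPES pH 7.5, 50 mM NaCl, 5 uM MgCl2, 0.05% BSA, 1 mM DTT. OMFP (added at 50 uM) then reacted 10 min; fluorescence read at 485/525 nm.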
Chronic BCR inh = qHTS Assay to Find Inhibitors of Chronic Active B-Cell Receptor Signaling; ABC-DLBCL IkBa-CBG/CBR reporter, luminescence ratio, 4 h; Potency, µM (highest dose often 46.1 µM), inactives show top-dose ratio change, negative = lower green/red ratio, actives largely listed as inhibitors; hit rate 0.05% among 340,000; AID 493014, 2011; active means well fitted inhibition curve with a large enough effect in the signal ratio, with a control signal flat, not every such curve was filed as active; inconclusive means small, poorly fitted or top-dose-only effect, or effect the other way, or a change in a side signal; the % refers to the signal ratio;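 further: potency means the concentration at half of the fitted maximal effect; plate controls were basal doxycycline-induced cells for no effect and cells given 10 µM MG132 for full effect; MG132 reads +100%, hits lower the ratio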
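Cell line TMD8 (human ABC DLBCL), stably expressing tet-inducible CBG68-IkBa fusion and CBR; IMDM/0.5% FBS; cpd up to 46 uM; dox induction, 4 h, 37C/5% CO2; dual luminescence; green/red ratio; MG132 control.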
PTAP TSG101 blk = qHTS Assay for Iinhibitors of HIV-1 Budding by Blocking the Interaction of PTAP/TSG101; Tumor susceptibility gene 101 protein (Homo sapiens), Q99816; Fluorescence polarization, FITC-PTAP peptide / Tsg101 binding; Potency, µM (highest dose often 115 µM), for the others: at the top dose activity change, negative = inhibition, hits mostly inhibitors; 340,000 tested, under 10 active; AID 493005, 2010; active means well fitted inhibition curve with a large enough effect in the main read-out, with a control signal flat, not every such curve was filed as active; inconclusive means small, poorly fitted or top-dose-only effect, or effect the other way, or a change in a side signal; inactive means no such curve, though single readings can be large or run the other way; further: potency means the concentration at half of the fitted maximal effect; % of control where 0% means no effect
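FP read-out: FITC-PTAP peptide, 50 nM final, binding Tsg101 binding domain, 10 uM final; 20 min, r.t.; 10 mM HEPES pH 7.5, 0.15 M NaCl, 0.01% Tween 20, 3 mM EDTA, 0.1 mM TCEP.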
Tb PFK inh = qHTS Assay to Find Inhibitors of T. brucei phosphofructokinase. ATP-dependent 6-phosphofructokinase (Trypanosoma brucei brucei), O15648. T. brucei PFK, ADP-Glo luminescence. hit rate 0.17% among 330,000. Potency, µM (series often up to 57.5 µM), inactives show at the highest dose activity, negative = inhibition, hits mostly inhibitors;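 further: potency means the concentration at half of the fitted maximal effect; 0% = uninhibited 1x PFK enzyme wells and -100% = no-enzyme wells; nearly all actives have a fitted effect of over 60% in size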
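1.25 nM PFK with 0.5 mM F6P and 0.1 mM ATP in 0.1 M TEA pH 8.0, 5 mM MgCl2, incubated 45 min at room temperature; ADP measured by ADP-Glo luminescence; compounds titrated up to 57 uM.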
AT treatment = qHTS Assay for Identifying a Potential Treatment of Ataxia-Telangiectasia. […] A-T fibroblasts, KAP-1 phosphorylation AlphaLISA; neocarzinostatin DNA damage 30 min before lysis. Potency, µM (series often up to 57.5 µM), for inactives: at the highest dose activation, actives largely listed as activators. hit rate 0.19% among 320,000. AID 485349, 2010; further: potency means the concentration at half of the fitted maximal effect; % of control where 0% means no effect; nearly all actives have a fitted effect of over 45% in size
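ATM-like activity read as KAP-1 phosphorylation via AlphaLISA donor/acceptor antibody pairs after lysis and 6 hr at 25C. Cells were ATM-null patient fibroblasts ([…], hTERT), dosed 60 min, then exposed to the DSB inducer NCS for 30 min.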
Starred values were filed as active, the others as inactive; u = inconclusive; x = no result given; [ ] = remark or other dose. Unless noted, the call rests on the fitted dose curve; in most records, active means well fitted curve in the direction sought with a large enough effect; inconclusive means small, poorly fitted or top-dose-only effect, or another doubt; inactive means no such curve, though single readings can be large; an effect the other way counts as inactive or inconclusive.

SMILES	Mito fusion act	ASM inhibitor	ELG1 DNA repair	a7 integrin act	TSHR antagonist	TCR act	Eya2 phos inh	Chronic BCR inh	PTAP TSG101 blk	Tb PFK inh	AT treatment
NC(=O)C1CC(=O)N(c2ccc(OCc3ccc(Cl)cc3Cl)cc2)C1 (configuration not stated)	-3.2%	-0.1%	u	3.7%	3.1	1.0%	-1.4%	u	-0.3%	-1.7%	-5.9%
COc1ccc(C2c3ccc(O)cc3Oc3ncn(CCCO)c(=N)c32)cc1OC (configuration not stated)	-2.4%	-1.8%	0.0%	u	-2.6	4.0%	-4.0%	u	-5.1%	-7.1%	6.4%
Cc1nc2nc(COc3ccccc3)nn2c(C)c1Cl	0.0%	-1.8%	1.6%	18.9%	-4.3	3.5%	-8.7%	3.9%	-2.9%	4.9%	13.1%
CCCCCCCCCCC[C@@H](C[C@@H]1OC(=O)[C@H]1CCCCCC)OC(=O)[C@H](CC(C)C)NC=O	21.1%	-1.0%	x	x	-19.8	-5.2%	-13.9%	3.0%	1.2%	-0.9%	x
N#CC1=C(N)C(C#N)(C#N)C(c2cccnc2)C2COCC=C12 (configuration not stated)	-3.7%	24.0%	3.4%	-8.8%	-0.4	10.0%	-20.6%	-5.0%	-2.1%	-2.5%	0.6%
Cc1cccc(N2CCN(C(=O)n3ccnc3)CC2)c1C	5.0%	-0.3%	u	-9.8%	6.9	-0.9%	1.1%	2.9%	-4.2%	0.0%	6.8%
COC(=O)c1cc(C(=O)OCC(=O)NC2CCS(=O)(=O)C2)cc([N+](=O)[O-])c1 (configuration not stated)	6.8%	-1.2%	3.9%	2.4%	-10.9	0.3%	-1.0%	-0.3%	-2.4%	0.0%	-10.3%
Cc1ccc(CCNC(=O)CCn2ccc3cc(S(=O)(=O)N4CCCC4)ccc32)cc1	7.8%	-1.2%	-10.6%	16.7%	6.5	-9.4%	-0.7%	0.5%	-6.0%	0.8%	1.1%
CCCCC(=O)Nc1ccc(C(=O)NNC(=O)c2ccc(C)c(Br)c2)cc1	-7.9%	-10.1%	15.8%	10.0%	8.5	-1.9%[46.1 µM]	10.4%	3.3%	-0.4%	-2.8%	-3.4%
COC(=O)C(C)N(C(=O)c1ccc(Cl)cc1)c1c(C)cccc1C (configuration not stated)	2.9%	-5.2%	-1.0%	4.4%	-6.7	-4.1%	25.5%	u	-2.5%	1.1%	-2.0%
COc1ccc(CC2(CO)CCN(Cc3cccc4nccnc34)CC2)cc1	3.2%	4.7%	-2.3%	-1.2%	-16.8	1.2%	-0.6%	u	-0.4%	5.7%	-1.6%
CC(=O)c1sc(-c2ccccc2)cc1N	-6.3%	146.9%[activator]	7.4%	15.3%	-5.9	0.0%	2.4%	2.0%	-2.6%	3.9%	-0.3%
CCCCNc1nnc(SCC(=O)N2CCN(S(=O)(=O)c3ccc4ccccc4c3)CC2)s1	3.5%	-5.1%	23.1µM*	-7.4%	-2.2	-10.4%	8.9%	16.2%	-1.8%	4.4%	4.2%
Cc1ccc(S(=O)(=O)/N=C(/Nc2ccc(F)cc2F)c2ccccc2)cc1	29.0%	-2.4%	x	7.4%	-10.0	4.5%	-2.9%	0.7%	-3.7%	1.2%	x
Cc1cc(NC(=O)CC(C)C)c(=O)n(Cc2ccccc2F)c1	-2.0%	-1.0%	-4.3%	0.0%	-9.5	x	-15.1%	-1.0%	-1.2%	3.7%	-3.0%
Fc1ccc(F)c(CNc2ncnc3cc(Cl)ccc23)c1	-0.9%	6.1%	-23.8%	-34.9%[inhibitor]	-8.7	1.9%	-14.8%	0.3%	-3.8%	-10.4%	-3.3%
CCOC(=O)c1c(NC(=O)c2ccc(S(=O)(=O)N3CCOCC3)cc2)sc2c1CCN(C)C2	0.1%	6.2%	-7.0%	-34.8%	1.6	-1.4%	-21.9%	5.3%	-12.6%	-12.1%[0.46 µM]	0.9%
O=C(CSc1ccsc1[N+](=O)[O-])NCCc1ccccc1	-2.4%	-2.5%	-7.3%	-21.4%	0.2	2.2%	-0.2%	6.0%	-7.0%	-7.4%	3.3%
COC(=O)Cc1c(C)c2cc(Cl)c(OC(=O)c3ccco3)cc2oc1=O	8.3%	x	17.0%	3.5%	-11.6	-5.4%	13.3%	-0.1%	-7.4%	-4.2%	6.1%
CSc1nnc2c3c4c(sc3nc(-n3nc(C)cc3C)n12)COC(C)(C)C4	1.9%	2.1%	13µM*	3.7%	6.3	6.0%	-2.5%	-0.3%	-1.5%	-13.2%	-6.2%
Cc1ccc(NC(=O)CN(C)C(=O)CSc2n[nH]c(N)n2)cc1	-1.4%	-3.8%	-27.5%	18.9%	-4.6	4.4%	7.2%	-6.5%	0.1%	-4.2%	-3.9%
CCCCn1c(O)c(N=NC(=O)Cn2c(C(F)(F)F)nc3ccccc32)c2ccccc21	0.2%	-1.3%	4.5%	4.3%	-8.6	-4.6%[46.1 µM]	4.8%	-0.4%	-1.3%	-1.7%	0.2%
CCOc1ccccc1N1CCN(Cc2ccco2)CC1	1.0%	-0.4%	6.0%	-12.4%	12.0	5.2%	-0.9%	u	1.6%	-1.3%	-0.7%
COc1cccc(NC(=O)C2CCN(S(=O)(=O)c3ccc4c(c3)N(C(C)=O)CCO4)CC2)c1	-2.6%	0.6%	u	-3.2%	-4.0	-2.2%	6.4%	-0.1%	-1.2%	-4.0%	-4.7%
CCCSc1nc(-c2ccccc2)cc(C(F)(F)F)c1C#N	-1.9%	7.7%	-1.4%	-10.3%[7.66 µM]	-0.4	x	-10.1%	u	-4.1%	-1.4%	6.6%
COc1ccc(OCC(NS(=O)(=O)c2ccc(-n3cnnn3)cc2)C(C)C)cc1 (configuration not stated)	-2.3%	-1.9%	10.8%	17.3%	-20.3	6.1%	5.3%	-0.7%	-1.9%	2.9%	-7.1%
COc1ccc(CNC(=O)CCc2ccc(S(=O)(=O)N3CCCCCC3)cc2)cc1	4.8%	1.0%	u	0.2%	-13.9	3.3%	-10.1%	-0.5%	0.4%	-2.6%	6.2%
OCc1c(Cl)nc2ccccn12	3.7%	1.2%	6.6%	19.2%	-2.2	1.8%	5.3%	7.4%	0.0%	-4.0%	1.5%
COc1ccc(-c2csc(NC(=O)COc3ccc(N(C)S(=O)(=O)c4ccc(C)cc4)cc3)n2)cc1	0.5%	-0.5%	7.31µM*	-2.3%	-10.8	-0.9%	2.5%	-0.1%	-6.7%	-4.3%	-1.6%
COc1ccc(CC(=O)N/N=C(\C)CC(=O)Nc2ccc(N(C)C)cc2)cc1	-12.4%	3.0%	-2.3%	-3.1%	-16.6	-4.8%	3.5%	-9.1%	-1.8%	0.2%	-1.6%
Cc1cccc(N=C/C(C(=O)C(F)(F)F)=C(\O)c2ccco2)c1	0.3%	12.5%	2.3%	25.0%	25.4	-6.6%[46.1 µM]	-1.3%	u	0.5%	0.0%	0.0%
CCOC(=O)c1cnc2c(Cl)c(Cl)ccc2c1N1CCN(C)CC1	-10.1%	-4.6%	u	-29.2%	-10.8	-5.9%	-3.3%	0.4%	-1.9%	-0.5%	1.0%

Random draw from the library, and some 3.2% of all compounds hit somewhere here.
